Vif-APOBEC3G blk = blocks the Vif interaction with human APOBEC3G; Potency, µM (highest dose often 46.1 µM), inactives show at the top dose activity, negative = active, actives largely listed as inhibitors; Q9HC16; 410,000 compounds, 0.076% hits; HeLa A3G-eYFP + Vif (tagged APOBEC3G with the HIV-1 protein that degrades it), YFP fluorescence, overnight;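 also: % is scaled to controls: 0 for no effect and ±100 for the full control effect; nearly all actives have a fitted effect of over 60% in size; hits raise eYFP signal because A3G escapes Vif-driven loss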
Target sequence (Q9HC16 whole entry, looked up): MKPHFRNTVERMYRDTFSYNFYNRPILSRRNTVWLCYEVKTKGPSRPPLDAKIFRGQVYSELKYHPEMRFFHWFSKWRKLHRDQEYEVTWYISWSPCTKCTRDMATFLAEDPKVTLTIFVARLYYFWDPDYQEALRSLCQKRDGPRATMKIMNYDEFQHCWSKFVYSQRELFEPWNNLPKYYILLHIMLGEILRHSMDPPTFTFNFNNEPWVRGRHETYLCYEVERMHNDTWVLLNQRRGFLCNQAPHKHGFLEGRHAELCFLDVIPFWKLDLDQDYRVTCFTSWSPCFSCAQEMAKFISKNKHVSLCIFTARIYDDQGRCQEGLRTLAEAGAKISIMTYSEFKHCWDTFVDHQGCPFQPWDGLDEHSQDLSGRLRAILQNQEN
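HeLa cells stably expressing Vif and C-terminally eYFP-tagged A3G, seeded overnight at 37 deg C, then exposed to compound by pintool overnight at 37 deg C. Rise in yellow fluorescence (Ex 488/Em 500-530, Acumen) marks blocked Vif-driven A3G degradation.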
RGS4 inh = inhibitors of human regulator of G protein signaling 4; Potency, µM (doses to about 114 µM), without a hit: at the top dose activity change, negative = inhibition, usual class: inhibitors; 390,000 compounds, 0.039% hits; P49798; Transcreener GDP fluorescence polarization, RGS4-accelerated GTP hydrolysis; also: % is scaled to controls: 0 for no effect and ±100 for the full control effect; nearly all actives have a fitted effect of over 75% in size; some results filed as inactive show a strong effect at the top dose
Target sequence (P49798 whole entry, looked up): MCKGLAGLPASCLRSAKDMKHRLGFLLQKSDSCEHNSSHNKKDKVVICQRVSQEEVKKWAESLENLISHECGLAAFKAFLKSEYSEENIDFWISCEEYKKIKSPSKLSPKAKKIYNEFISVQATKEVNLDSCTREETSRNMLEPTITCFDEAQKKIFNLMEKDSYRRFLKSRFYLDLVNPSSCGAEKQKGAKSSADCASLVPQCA
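MLSMR compounds (23 nl, pin-transferred) preincubated 10 min at room temperature with a 500nM (2x) first reagent, then RGS4 at 900nM (2x) plus Transcreener GDP mix added; fluorescence polarization (620/688 nm) read before and after 90 min at 30 °C.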
ALOX12 inh = blocks human arachidonate 12S-lipoxygenase | Potency, µM (top dose mostly 108 µM), without a hit: top-dose activity change, negative = inhibition, hits mostly inhibitors | 580,000 compounds, 1.1% hits | P18054 | purified 12hLO, xylenol orange hydroperoxide absorbance; also: % is scaled to controls: 0 for no effect and ±100 for the full control effect
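Purified human 12hLO at 150 nM in 25 mM Hepes, 0.01% Triton X-100, pH 7.0, preincubated 15 min at room temperature with compound. Reaction started with 40 uM arachidonic acid, 30 min at room temperature. Hydroperoxide measured by Fe-xylenol orange, 573/405 nm absorbance ratio.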
IDH1 R132H inh = inhibitors of human mutant IDH1 R132H; Potency, µM (titrated, usually from 76.6 µM), inactives show top-dose activity change, negative = inhibition, most hits filed as inhibitors; O75874; IDH1-R132H enzyme, NADPH consumption, diaphorase/resazurin fluorescence; 390,000 compounds, 0.093% hits; AID 602179; also: % is scaled to controls: 0 for no effect and ±100 for the full control effect; nearly all actives have a fitted effect of over 65% in size
Target sequence (O75874 whole entry R132H, stated change not applied): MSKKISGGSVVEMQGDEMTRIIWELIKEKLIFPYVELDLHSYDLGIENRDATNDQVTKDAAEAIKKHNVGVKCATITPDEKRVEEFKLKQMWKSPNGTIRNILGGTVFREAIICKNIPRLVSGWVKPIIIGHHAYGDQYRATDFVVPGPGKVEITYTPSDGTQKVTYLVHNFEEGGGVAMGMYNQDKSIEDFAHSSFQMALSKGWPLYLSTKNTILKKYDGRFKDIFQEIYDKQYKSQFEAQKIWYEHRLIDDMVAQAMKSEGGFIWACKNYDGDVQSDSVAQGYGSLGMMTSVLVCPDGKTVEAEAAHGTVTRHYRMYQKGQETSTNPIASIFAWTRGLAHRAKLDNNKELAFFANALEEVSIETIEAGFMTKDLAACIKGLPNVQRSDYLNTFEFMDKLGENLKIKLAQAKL
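IDH1-R132H (0.5 ug/mL dispensed) in pH 7.5 Tris buffer was preincubated 30 min with compound, then given a substrate mix of 0.016 mM NADPH and 2 mM alpha-KG for 80 min at room temperature; remaining NADPH was read by diaphorase/resazurin fluorescence.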
TrxR1 substrate = substrates of rat thioredoxin reductase 1; 390,000 compounds, 0.01% hits; O89049; purified TrxR1 substrate turnover, NADPH consumption readout; Potency, µM (titrated, usually from 114 µM), without a hit: at the highest dose activity change, negative = substrate turnover; also: % is scaled to controls: 0 for no effect and ±100 for the full control effect; nearly all actives have a fitted effect of over 50% in size
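Rat TrxR1, dispensed at 90 nM, was prereduced with 400 uM NADPH (final) for 5 min at ~22 deg C, then incubated with compound 15 min before 400 uM selenite. A first-read NADPH fluorescence drop versus no-compound background flagged substrates.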
Vif-APOBEC3F blk = Vif-A3F binding inhibition | HeLa A3F-eYFP + Vif (tagged APOBEC3F with the HIV-1 protein that degrades it), YFP fluorescence increase | 390,000 compounds, 0.2% hits | Potency, µM (doses to about 46.1 µM), for inactives: at the top dose activity, negative = active; also: % of control where 0% means no effect; nearly all actives have a fitted effect of over 65% in size
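HeLa cells stably expressing Vif plus C-terminally eYFP-tagged A3F were seeded, incubated overnight at 37 deg C, dosed with compound, incubated overnight again at 37 deg C. Yellow fluorescence (Ex 488/Em 500-530) reported blocked Vif-mediated A3F-eYFP degradation.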
USP1 inh = blocks the human USP1/UAF1 deubiquitinase complex; 390,000 compounds, 0.23% hits; recombinant USP1/UAF1, Ub-Rhodamine cleavage fluorescence; Potency, µM (highest dose often 57.1 µM), for the others: at the highest dose activity change, negative = inhibition, most hits filed as inhibitors; AID 743255; O94782; also: % is scaled to controls: 0 for no effect and ±100 for the full control effect; nearly all actives have a fitted effect of over 60% in size; inactives centre near -12
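In this screen, compounds sit with the deubiquitinase complex (1nM) for 15 min at room temperature before Ub-Rho is added at 150nM final. Fluorescence rise is then followed for 6 reads every 60 seconds.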
RXFP1 agonist = activates the human relaxin receptor RXFP1 | Q9HBX9 | 370,000 compounds, 0.3% hits | AID 2676 | Potency, µM (series often up to 57.5 µM), inactives show top-dose activation, actives largely listed as activators | HEK293T-RXFP1 cAMP TR-FRET, 30 min; response scale: percent of porcine relaxin response, buffer zero; also: % is scaled to controls: 0 for no effect and ±100 for the full control effect; nearly all actives have a fitted effect of over 60% in size; many of its hits are not listed in these tables
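Agonist response is measured as cAMP accumulation in an RXFP1-transfected HEK293T line under PDE4 inhibition. Values are scaled between buffer-only and 29 nM porcine relaxin, and EC50s come from standard Hill equation fits.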
TrxR1 inh = inhibitors of rat thioredoxin reductase 1; O89049; recombinant rTrxR1, NADPH fluorescence consumption, selenite substrate; Potency, µM (titrated, usually from 114 µM), inactives show at the highest dose activity change, negative = inhibition, usual class: inhibitors; 390,000 compounds, 1% hits; also: % is scaled to controls: 0 for no effect and ±100 for the full control effect; nearly all actives have a fitted effect of over 65% in size
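Rat TrxR1 (90 nM in the dispensed reagent) was pre-reduced with 400 uM NADPH for 5 min at room temperature, then incubated with compound for 15 min. After 400 uM selenite was added, NADPH fluorescence (Ex 340/Em 450 nm) was followed for 8 min.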
Active calls of the source: *; [ ] = dose if it differs, or a comment. Calls follow the shape of the dose curve; as a rule, active = well fitted curve in the direction sought with a large enough effect; inconclusive = small, poorly fitted or top-dose-only effect, or another doubt; inactive = no such curve, though single readings can be large; an effect the other way counts as inactive or inconclusive. Potency is read from the fitted curve at half-maximal effect.

`CC1=NN(C(=O)c2ccccc2)C(O)(c2ccc(Br)cc2)C1` (stereo not given) gave Vif-APOBEC3G blk -6%, RGS4 inh -6%, ALOX12 inh 92%[activator], IDH1 R132H inh 4%, TrxR1 substrate 5%[57.1 µM], Vif-APOBEC3F blk 5%, USP1 inh -14%, RXFP1 agonist 1.7% and TrxR1 inh 16%[57.1 µM].
For Cc1ccc(-n2c(N)c(C#N)c(-c3ccccc3)c(C#N)c2=O)cc1 the results were Vif-APOBEC3G blk -5%, RGS4 inh -7%, ALOX12 inh 0%, IDH1 R132H inh 16%, TrxR1 substrate -9%[57.1 µM], Vif-APOBEC3F blk 3%, USP1 inh -17%, RXFP1 agonist inconclusive and TrxR1 inh 11%[57.1 µM].
`CCOCCCn1c(SCC(=O)NC2CCCCC2)nc2ccccc2c1=O` gave Vif-APOBEC3G blk 3%, ALOX12 inh 11%, IDH1 R132H inh 1%, Vif-APOBEC3F blk -3% and USP1 inh -15%.
Screening CCOc1ccc(NC(=O)Cn2cc(C(=O)c3ccc(OCC)cc3)c(=O)c3cc4c(cc32)OCCO4)cc1 returned Vif-APOBEC3G blk 5%, RGS4 inh -13%, ALOX12 inh -23%, IDH1 R132H inh -1%, TrxR1 substrate -6%, Vif-APOBEC3F blk 0%, USP1 inh -8%, RXFP1 agonist inconclusive and TrxR1 inh 4%.
CN(CC1CCN(CCc2cccc(C(F)(F)F)c2)CC1)C(=O)c1ccc(F)cc1 was read as Vif-APOBEC3G blk 0%, RGS4 inh -8%, ALOX12 inh 19%, IDH1 R132H inh 0%, TrxR1 substrate 6%, Vif-APOBEC3F blk 0%, USP1 inh -14%, RXFP1 agonist 1.9% and TrxR1 inh 22%.
Cc1ccc(N(CC(=O)NCC2CCCO2)S(C)(=O)=O)cc1Cl (stereo not given) was read as Vif-APOBEC3G blk 1%, RGS4 inh 10%, ALOX12 inh 13%, IDH1 R132H inh 7%, TrxR1 substrate 5%, Vif-APOBEC3F blk 1%, USP1 inh -7%, RXFP1 agonist 0.5% and TrxR1 inh 39%[activator].
Screening CCOC(=O)c1ccc(N2C(=O)C3ON(c4ccccc4)C(c4ccco4)C3C2=O)cc1 (stereo not given) returned Vif-APOBEC3G blk 0%, RGS4 inh -11%, IDH1 R132H inh -5%, TrxR1 substrate -6%, Vif-APOBEC3F blk -2%, USP1 inh -27%, RXFP1 agonist 0.6% and TrxR1 inh -9%.
CC[C@]12c3[nH]c4ccccc4c3CCN1C(=O)C(CC(=O)NCc1cccc(C(F)(F)F)c1)C[C@@H]2C(=O)N1CCN(C(=O)c2ccco2)CC1 (stereo not given in full) was read as Vif-APOBEC3G blk -7%, RGS4 inh 11%, ALOX12 inh 12%, IDH1 R132H inh -9%, TrxR1 substrate -3%, Vif-APOBEC3F blk 4%, USP1 inh -6% and TrxR1 inh 8%.
Screening Cc1c(C(=O)OCc2ccccc2)[nH]c2c1C(=O)CC(c1ccc(N(C)C)cc1)C2 (stereo not given) returned Vif-APOBEC3G blk 9%, RGS4 inh -4%, ALOX12 inh -9%, IDH1 R132H inh -7%, TrxR1 substrate -2%, Vif-APOBEC3F blk -12%, USP1 inh -9%, RXFP1 agonist 0.0% and TrxR1 inh 7%.
Screening CC(=O)Nc1ccc(N2C(=O)CSC2c2cccc([N+](=O)[O-])c2)cc1 (stereo not given) returned Vif-APOBEC3G blk 1%, RGS4 inh -13%, ALOX12 inh -3%, IDH1 R132H inh 6%, TrxR1 substrate -4%, Vif-APOBEC3F blk 12%, USP1 inh -10%, RXFP1 agonist -1.6% and TrxR1 inh 12%[57.1 µM].

A stretch from further up:
`CC1=NN(C(=O)c2ccccc2)C(O)(c2ccc(Br)cc2)C1` (stereo not given) gave Vif-APOBEC3G blk -6%, RGS4 inh -6%, ALOX12 inh 92%[activator], IDH1 R132H inh 4%, TrxR1 substrate 5%[57.1 µM], Vif-APOBEC3F blk 5%, USP1 inh -14%, RXFP1 agonist 1.7% and TrxR1 inh 16%[57.1 µM].
For Cc1ccc(-n2c(N)c(C#N)c(-c3ccccc3)c(C#N)c2=O)cc1 the results were Vif-APOBEC3G blk -5%, RGS4 inh -7%, ALOX12 inh 0%, IDH1 R132H inh 16%, TrxR1 substrate -9%[57.1 µM], Vif-APOBEC3F blk 3%, USP1 inh -17%, RXFP1 agonist inconclusive and TrxR1 inh 11%[57.1 µM].

Later entries
Screening COCc1cc(C)nc2sc3c(c12)NC(c1ccc(O)c(OC)c1)N(c1ccccc1)C3=O (stereo not given) returned Vif-APOBEC3G blk -3%, RGS4 inh 25%, ALOX12 inh -15%, IDH1 R132H inh -16%, TrxR1 substrate 1%, Vif-APOBEC3F blk 11%, USP1 inh 12%, RXFP1 agonist 9.6% and TrxR1 inh 9%.
`O=C(Nc1nnc(CCN2CCCCC2)s1)c1ccccc1` gave Vif-APOBEC3G blk -1%, RGS4 inh -6%, ALOX12 inh 2%, IDH1 R132H inh 6%, TrxR1 substrate 8%[57.1 µM], Vif-APOBEC3F blk -11%, USP1 inh -10%, RXFP1 agonist 1.2% and TrxR1 inh 10%.
`CCC1=NN2C(=N)/C(=C\c3ccc(SCc4ccco4)o3)C(=O)N=C2S1` gave Vif-APOBEC3G blk -6%, RGS4 inh inconclusive, ALOX12 inh inconclusive, IDH1 R132H inh 6%, TrxR1 substrate -17%, Vif-APOBEC3F blk -27%, USP1 inh -9%, RXFP1 agonist 0.3% and TrxR1 inh -29%.
Cc1ccc(-n2ncc3c(NNC(=O)c4ccccc4C)ncnc32)cc1 was read as Vif-APOBEC3G blk -1%, RGS4 inh 2%, ALOX12 inh -25%, IDH1 R132H inh 1%, TrxR1 substrate 0%[57.1 µM], Vif-APOBEC3F blk inconclusive, USP1 inh -17%, RXFP1 agonist -0.3% and TrxR1 inh 22%[57.1 µM].
Screening O=C(NCC(c1ccco1)N1CCN(c2ccccc2)CC1)c1ccc2c(c1)OCO2 (stereo not given) returned Vif-APOBEC3G blk 0%, RGS4 inh 9%, ALOX12 inh -15%, IDH1 R132H inh 10%, TrxR1 substrate 1%, Vif-APOBEC3F blk -1%, USP1 inh 0%, RXFP1 agonist 0.2% and TrxR1 inh -33%.
For COc1ccc(NC(=O)c2ccc3c(c2)C(=O)N(CC2CCCO2)C3=O)c(OC)c1 (stereo not given) the results were Vif-APOBEC3G blk 5%, RGS4 inh 2%, ALOX12 inh -3%, IDH1 R132H inh 0%, TrxR1 substrate -5%, Vif-APOBEC3F blk -7%, USP1 inh -12%, RXFP1 agonist 1.1% and TrxR1 inh 2%.
Screening CCN(c1ccccc1C)S(=O)(=O)c1nnc(NC(=O)c2ccc(OC)c(OC)c2)s1 returned Vif-APOBEC3G blk -9%, RGS4 inh 1%, ALOX12 inh -20%, IDH1 R132H inh -13%, TrxR1 substrate 6%[11.4 µM], Vif-APOBEC3F blk 3%, USP1 inh 0%, RXFP1 agonist 1.5% and TrxR1 inh 9%.
Screening O=C(COC(=O)C12CC3CC(CC(O)(C3)C1)C2)Nc1ccccc1OC(F)F returned Vif-APOBEC3G blk -1%, RGS4 inh 12%, ALOX12 inh 59%[activator], IDH1 R132H inh 1%, TrxR1 substrate 2%, Vif-APOBEC3F blk 2%, USP1 inh -4%, RXFP1 agonist 4.0% and TrxR1 inh 4%.
For CCOC(=O)C1=C(COC(=O)c2cc(OC)c(OC)cc2[N+](=O)[O-])NC(=O)NC1C (stereo not given) the results were Vif-APOBEC3G blk -1%, RGS4 inh -15%, ALOX12 inh -26%, IDH1 R132H inh 2%, TrxR1 substrate -4%, Vif-APOBEC3F blk -19%, USP1 inh -22%, RXFP1 agonist 2.7% and TrxR1 inh inconclusive.
NC1=NC(=O)C(Cc2cc(Cl)ccc2Cl)S1 (stereo not given) was read as Vif-APOBEC3G blk 0%, RGS4 inh 1%, ALOX12 inh 0%, IDH1 R132H inh 13%, TrxR1 substrate 5%, Vif-APOBEC3F blk 4%, USP1 inh -9%, RXFP1 agonist 0.7% and TrxR1 inh 25%.
For CCCOC(=O)c1ccc(Oc2cn[nH]c2-c2ccc(OCC)cc2O)cc1 the results were Vif-APOBEC3G blk -26%, RGS4 inh -44%, ALOX12 inh 46%[activator], IDH1 R132H inh 6%, TrxR1 substrate 3%[57.1 µM], Vif-APOBEC3F blk 9%, USP1 inh inconclusive, RXFP1 agonist 0.2% and TrxR1 inh 29%[57.1 µM].
Cc1ccc(OCC(=O)Nc2ccc(S(=O)(=O)NC3=NCCCCC3)cc2)cc1 was read as Vif-APOBEC3G blk 2%, ALOX12 inh -4%, IDH1 R132H inh 0%, Vif-APOBEC3F blk 0% and USP1 inh -20%.
COC(=O)CC1C(=O)NCCN1C(=O)c1oc2c(C)c(C)ccc2c1C (stereo not given) was read as Vif-APOBEC3G blk -5%, ALOX12 inh -20%, IDH1 R132H inh -1%, Vif-APOBEC3F blk 6% and USP1 inh -31%.
For COC(=O)COc1ccc(S(=O)(=O)N2CCN(c3ccccc3)CC2)cc1 the results were Vif-APOBEC3G blk 0%, RGS4 inh -14%, ALOX12 inh inconclusive, IDH1 R132H inh -4%, TrxR1 substrate -3%, Vif-APOBEC3F blk 0%, USP1 inh -16%, RXFP1 agonist -2.0% and TrxR1 inh 8%.

An excerpt, so the mix of outcomes need not match the whole.
